# Peg3 prom inh – Peg3 promoter-driven luciferase inhibitors, primary screen, cell-based, HeLa, luciferase luminescence; HeLa PEG-Prom luciferase reporter, overnight; inhibition, % at 20 µM; 360,000 compounds, 1.7% hits;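 active = inhibition of at least 50% at 20 µM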
# HIF-2a inh – HIF-2a reporter inhibitors, primary screen, luminescence, 786-0 RCC cells. 786-0 RCC cells HIF-2a reporter, luciferase luminescence, overnight. inhibition, % at 18.8 µM. 360,000 compounds, 0.72% hits;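 active = inhibition of the luminescence signal of 40% or more relative to plate controls, in a single-dose primary screen at 18.75 µM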
# NR2E3 ag-1 – NR2E3 agonists in two-hybrid cells, primary screen, cell-based, luminescence, CHO-S, Gal4-NCOR/VP16-NR2E3; inhibition of corepressor binding, % at 3.98 µM; Photoreceptor-specific nuclear receptor (Homo sapiens), Q9Y5X4; luciferase; 360,000 compounds, 0.35% hits; AID 602229, 2012;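 active = inhibition above the mean of all tested compounds plus 3 SD, cut at about 70% in these data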;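 note: 0% = DMSO with NR2E3 transfected cells and 100% = cells lacking NR2E3 construct; higher means lower luciferase signal from less NR2E3 corepressor binding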
# Target sequence (Q9Y5X4 whole entry, looked up, the tested form may be a part): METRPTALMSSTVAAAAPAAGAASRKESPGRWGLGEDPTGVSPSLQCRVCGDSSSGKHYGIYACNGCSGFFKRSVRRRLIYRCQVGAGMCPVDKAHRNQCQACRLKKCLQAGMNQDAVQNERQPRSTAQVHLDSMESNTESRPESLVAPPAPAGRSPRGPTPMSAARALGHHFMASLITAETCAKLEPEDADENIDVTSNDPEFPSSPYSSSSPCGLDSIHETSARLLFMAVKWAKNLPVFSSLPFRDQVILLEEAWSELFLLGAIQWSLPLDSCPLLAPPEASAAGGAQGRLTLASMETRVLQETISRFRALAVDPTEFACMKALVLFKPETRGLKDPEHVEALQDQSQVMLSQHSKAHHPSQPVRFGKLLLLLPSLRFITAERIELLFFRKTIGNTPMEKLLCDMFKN
# TWEAK Fn14 block – inhibitors of TWEAK-Fn14 signaling, primary screen, luciferase reporter cells, uHTS. TWEAK-stimulated Fn14 reporter cells, luciferase luminescence, 8 h. inhibition, % at 10 µM. 360,000 compounds, 2% hits. AID 1159606, 2016; in the data active = inhibition above about 50%
# CF NFkB block – inhibitors of PAF-induced NF-kB signaling, primary screen, cell-based, GFP fluorescence, uHTS; AID 588850, 2011; 360,000 compounds, 0.86% hits; KKLEB NF-kB-GFP reporter, GFP fluorescence overnight; inhibition, % at 5 µM;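 active = at least 50% inhibition at 5 µM, scaled per plate between neutral and stimulator controls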;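 note: PAF is a Pseudomonas aeruginosa culture filtrate used as stimulus; plate controls were PAF-stimulated DMSO wells for no effect and unstimulated DMSO wells for full effect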
# TRPM1 prom inh – inhibitors of MITF-dependent TRPM1 promoter reporter, primary screen, cell-based, SK-MEL-5, single point, luciferase. inhibition, % at 12.5 µM. AID 488899, 2010. SK-MEL-5 TRPM1 promoter luciferase, 24 h. 330,000 compounds, 0.83% hits;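 active = mean inhibition across replicates of 60% or more, whatever share of single replicates reaches that level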; note: values of inactives mirror those of a sister screen read the other way
# C8 TRAIL sens – viability loss with TRAIL in NB7+C8 cells, primary screen, TRAIL sensitizer project, cell-based, ATPlite luminescence | inhibition (viability loss, TRAIL sensitization), % at 10 µM | 360,000 compounds, 1% hits;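 active = compounds causing at least 50% loss of cell viability in the single-dose screen, relative to plate controls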
# Shn3 3UTR inh – reduction of Shn3 3'UTR firefly luciferase signal, primary screen, Schnurri-3 inhibitor project, cell-based, Clone20 osteoblasts, set 2. Clone20 osteoblast Shn3 3'UTR firefly luciferase, 24 h. 360,000 compounds, 0.52% hits. inhibition, % at 12.5 µM;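 active = mean inhibition of at least 75% with every replicate also reaching 75%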;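 note: 0% = median of neutral control wells and 100% = pilot-screen positive control compound; some compounds past the cut are filed as inactive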
# TROY signal inh – inhibitors of TROY-driven NF-kB signaling, primary screen, Q293 LMP1-TROYcd cells, NF-kB luciferase, uHTS; inhibition, % at 10 µM; 360,000 compounds, 0.98% hits; Q293 LMP1-TROYcd NF-kB luciferase reporter, 4 h;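 active = compounds whose plate-normalised and pattern-corrected inhibition of the luciferase reporter signal at the single screening dose is 50% or more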
# KKLEB tox – cytotoxicity in KKLEB CF airway cells, primary screen, cytotoxicity control for CF NF-kB inhibitor project, cell-based, uHTS, fluorescence assay plates. activity change (cytotoxicity), % at 5 µM. 360,000 compounds, 0.36% hits. KKLEB CF airway cells viability, ATPlite luminescence, overnight; active compounds read low; cells stimulated with P. aeruginosa culture filtrate. AID 602141, 2011;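 active = corrected activity change at or below -50% at 5 µM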
# NR2E3 ag-2 – inhibitors of NR2E3-RetCOR corepressor binding, primary screen, NR2E3 agonist project, biochemical, TR-FRET, GST-NR2E3, biotin-RetCOR; Photoreceptor-specific nuclear receptor (Homo sapiens), Q9Y5X4; 1536-well; inhibition of corepressor binding, % at 4.78 µM; 320,000 compounds, 0.12% hits; AID 2300, 2010;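 active = percent inhibition above the cutoff of mean plus 3 SD of all tested compounds, set per screening campaign, cut at about 20% in these data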;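 note: 0% = DMSO wells and 100% = biotin wells as full block of FRET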
#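 Material: NR2E3–RetCOR corepressor complex | Quantity: 1.35 nM GST-tagged NR2E3 final | Schedule: 5 h at 4 °C | Replication: Singlicate compound wells | Reagent: RetCOR corepressor, biotinylated, 7 nM | Controls: Biotin wells as high control, 0.6% DMSO wells as low control | Signal: TR-FRET, Eu(K)-anti-GST donor, streptavidin-D2 acceptor, ex 340, em 617/671 nm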
# Starred values were filed as active, the others as inactive; . = no result given.
SMILES,Peg3 prom inh,HIF-2a inh,NR2E3 ag-1,TWEAK Fn14 block,CF NFkB block,TRPM1 prom inh,C8 TRAIL sens,Shn3 3UTR inh,TROY signal inh,KKLEB tox,NR2E3 ag-2
Cn1nnnc1Sc1ncnc2scc(-c3ccccc3C(F)(F)F)c12,18.4,51.0*,58.4,28.2,22.3,42.6,-10.0,-10.3,8.8,-18.3,0.6
COC(=O)c1cc2ccsc2n1Cc1cc(=O)n2ccccc2n1,-70.0,-60.5,-3.8,-13.2,0.2,-15.6,-4.7,-31.0,-42.8,-6.1,5.2
COC(=O)c1cc(NC(=O)CSc2nnc(CN3CCOCC3)n2C)ccc1Cl,3.7,0.1,-24.4,1.5,13.3,4.9,3.2,-6.9,-13.9,2.6,-5.0
CC(C)Sc1nc2c(c(=O)[nH]1)C(c1cccs1)C1=C(CC(C)(C)CC1=O)N2 (stereo unspecified),34.6,25.4,-22.1,-17.4,1.4,.,-2.9,5.2,0.4,1.3,1.6
COc1ccc(OCCCC(=O)N(C)CC(=O)Nc2c(C)cccc2C)cc1,4.0,0.6,12.4,-1.3,-12.2,-9.8,-18.2,1.6,-13.2,8.7,-0.9
O=C(Nc1ccccc1F)c1ccc(-c2cccc([N+](=O)[O-])c2)o1,-173.9,-225.8,-4.9,-61.2,-56.0,-54.2,3.8,-31.8,-63.5,-8.0,-0.3
CCOC(=O)c1ccc(NC(=O)CSc2nc(SC)ns2)cc1,-266.7,-200.2,-70.2,16.4,7.4,-61.2,-13.8,-8.7,-20.7,6.7,1.9
COc1ccc(S(=O)(=O)NC(CC(=O)NCCc2ccc(OC)c(OC)c2)c2ccco2)cc1 (stereo unspecified),5.6,12.6,-33.7,7.2,5.3,-5.4,-5.4,-7.4,9.5,4.4,-1.4
Fc1ccc2nc(Nc3nc4c(s3)CCCC4)sc2c1,-260.1,-217.4,-107.1,-30.1,-3.9,-19.7,3.3,-82.3,-10.9,8.7,4.2
CCn1c(-c2ccccc2O)n[nH]c1=S,20.2,2.8,9.1,8.9,-1.2,4.6,-20.2,1.9,-3.9,-7.8,3.2
O=C(NCCNC(=O)c1ccccc1Br)c1ccccc1Br,3.2,18.0,1.3,5.7,14.7,7.4,-13.9,22.4,-18.2,-9.6,0.1
CC1(C)CC(=O)C(C=NCCN2CCN(C(=O)c3ccc(F)cc3)CC2)=C(O)C1,7.0,1.6,-1.1,-6.7,-2.7,-1.4,18.2,5.9,2.2,-1.1,-3.1

# Another view of some results above.
# Under each structure: Peg3 prom inh	HIF-2a inh	NR2E3 ag-1	TWEAK Fn14 block	CF NFkB block	TRPM1 prom inh	C8 TRAIL sens	Shn3 3UTR inh	TROY signal inh	KKLEB tox	NR2E3 ag-2
COC(=O)c1cc(NC(=O)CSc2nnc(CN3CCOCC3)n2C)ccc1Cl
→ 3.7	0.1	-24.4	1.5	13.3	4.9	3.2	-6.9	-13.9	2.6	-5.0
CC(C)Sc1nc2c(c(=O)[nH]1)C(c1cccs1)C1=C(CC(C)(C)CC1=O)N2 (stereo unspecified)
→ 34.6	25.4	-22.1	-17.4	1.4	.	-2.9	5.2	0.4	1.3	1.6
COc1ccc(OCCCC(=O)N(C)CC(=O)Nc2c(C)cccc2C)cc1
→ 4.0	0.6	12.4	-1.3	-12.2	-9.8	-18.2	1.6	-13.2	8.7	-0.9
O=C(Nc1ccccc1F)c1ccc(-c2cccc([N+](=O)[O-])c2)o1
→ -173.9	-225.8	-4.9	-61.2	-56.0	-54.2	3.8	-31.8	-63.5	-8.0	-0.3
CCOC(=O)c1ccc(NC(=O)CSc2nc(SC)ns2)cc1
→ -266.7	-200.2	-70.2	16.4	7.4	-61.2	-13.8	-8.7	-20.7	6.7	1.9
COc1ccc(S(=O)(=O)NC(CC(=O)NCCc2ccc(OC)c(OC)c2)c2ccco2)cc1 (stereo unspecified)
→ 5.6	12.6	-33.7	7.2	5.3	-5.4	-5.4	-7.4	9.5	4.4	-1.4
Fc1ccc2nc(Nc3nc4c(s3)CCCC4)sc2c1
→ -260.1	-217.4	-107.1	-30.1	-3.9	-19.7	3.3	-82.3	-10.9	8.7	4.2
CCn1c(-c2ccccc2O)n[nH]c1=S
→ 20.2	2.8	9.1	8.9	-1.2	4.6	-20.2	1.9	-3.9	-7.8	3.2
O=C(NCCNC(=O)c1ccccc1Br)c1ccccc1Br
→ 3.2	18.0	1.3	5.7	14.7	7.4	-13.9	22.4	-18.2	-9.6	0.1
CC1(C)CC(=O)C(C=NCCN2CCN(C(=O)c3ccc(F)cc3)CC2)=C(O)C1
→ 7.0	1.6	-1.1	-6.7	-2.7	-1.4	18.2	5.9	2.2	-1.1	-3.1

# Molecules shown so far containing an NH in an aromatic ring, in the order listed:
SMILES,Peg3 prom inh,HIF-2a inh,NR2E3 ag-1,TWEAK Fn14 block,CF NFkB block,TRPM1 prom inh,C8 TRAIL sens,Shn3 3UTR inh,TROY signal inh,KKLEB tox,NR2E3 ag-2
CC(C)Sc1nc2c(c(=O)[nH]1)C(c1cccs1)C1=C(CC(C)(C)CC1=O)N2 (stereo unspecified),34.6,25.4,-22.1,-17.4,1.4,.,-2.9,5.2,0.4,1.3,1.6
CCn1c(-c2ccccc2O)n[nH]c1=S,20.2,2.8,9.1,8.9,-1.2,4.6,-20.2,1.9,-3.9,-7.8,3.2

# The list goes on.
SMILES,Peg3 prom inh,HIF-2a inh,NR2E3 ag-1,TWEAK Fn14 block,CF NFkB block,TRPM1 prom inh,C8 TRAIL sens,Shn3 3UTR inh,TROY signal inh,KKLEB tox,NR2E3 ag-2
CN1C(=O)/C(=C\c2ccc(OC(=O)c3ccco3)cc2)SC1=S,-147.3,-1.2,-9.4,-19.4,-15.6,-15.6,5.6,-0.3,-48.5,11.3,1.4
COc1ccc(NC(=O)C2CCCN2C(=O)NCc2ccccc2)c(OC)c1 (stereo unspecified),4.2,15.0,-17.2,16.9,5.9,4.1,-10.7,3.7,-19.4,-7.9,-0.4
O=C(Nc1ccccc1Cl)c1cc(C2CCCCN2C(=O)OCCF)on1 (stereo unspecified),1.0,-21.9,-13.6,-19.9,2.8,.,6.8,6.6,7.0,10.1,.
CN(CCNC(=O)c1ccc(CS(=O)(=O)c2c(Cl)cccc2Cl)o1)CCc1ccccc1,2.8,5.4,-25.1,-24.9,16.7,-1.7,-6.9,-2.4,-15.8,-10.1,3.0
Cc1ccc(S(=O)(=O)N2CCCCC2)cc1NC(=O)CCCOc1ccccc1,21.8,-2.2,6.9,4.9,-9.0,-0.5,6.6,18.7,-5.0,4.0,.
CC(C)CCNC(=O)C1CCC(CNS(=O)(=O)c2cccc3nsnc23)CC1 (stereo unspecified),0.6,4.5,-14.1,-14.2,-18.1,-0.1,-8.3,19.7,1.0,-1.4,-0.3
COc1ccc(-c2nnc(SC3CCOC3=O)n2C2CCCCC2)cc1OC (stereo unspecified),-7.9,-2.7,-8.5,-0.6,-3.4,-7.2,-5.9,-12.6,5.9,15.2,-1.2
CC1(C2CCC3C4CCC5CC6(CCC5(C)C4C(=O)CC32C)OCCO6)OCCO1 (stereo unspecified),7.8,20.5,8.6,-15.4,18.2,9.2,-2.4,14.9,-6.5,-5.6,.
COCCNC(=O)C(=O)NCC1OCCN1S(=O)(=O)c1cccs1 (stereo unspecified),-8.6,5.1,-0.8,-1.5,-5.3,-3.9,4.2,-17.9,12.5,18.5,-2.0
CSc1ccccc1NC(=O)Cc1ccc(Br)cc1,-6.3,-11.3,-6.1,4.5,-0.7,-8.0,-0.8,-4.3,-17.7,-0.2,-0.6

# From PubChem

# This is a subset, so the mix of outcomes need not match the whole.
